# Assay outcomes from PubChem.
# Nrf2 inh – blocks Nrf2 signaling | Potency, µM (series often up to 46 µM), without a hit: top-dose activity change, negative = inhibition, actives largely listed as inhibitors | A549 ARE-Fluc reporter, luciferase luminescence, 18-24 h | actives 2.1% (n = 360,000); further: on the % scale 0 is the no-effect control and ±100 the full control effect; nearly all actives have a fitted effect of over 60% in size
#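 Nrf2 activity is the BugLite luminescence, read 15 min after reagent at room temperature, following CellTiter-Fluor cytotoxicity readout (30 min, 37C). Compound titrations were applied for 18-24 h to 5000 A549 ARE_Fluc cells/well in 5% FBS OPTI-MEM.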
# ATXN viability – reduces viability in counter-screen for ATXN expression inhibitors; S2 cells (HEK-293 line with an ATXN2-luciferase reporter) viability, CellTiter-Fluor protease fluorescence, 24 h; Potency, µM (series often up to 56.7 µM), hits mostly cytotoxic; actives 0.49% (n = 400,000); further: nearly all actives have a fitted effect of over 40% in size
# HepG2 viability – kills HepG2 cells in TGF-b inhibitor counter-screen; HepG2 CAGA-GFP viability, ATP luminescence, 18 h; Potency, µM (highest dose often 46.1 µM), without a hit: at the top dose activity change, negative = cytotoxicity, hits mostly cytotoxic; actives 0.76% (n = 410,000); further: some results filed as inactive show a strong effect at the top dose
#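 CellTiter-Glo luminescence gave cytotoxicity after 18 hours at 37 degrees C. The cells were HepG2 CAGA-GFP in 1% FBS DMEM, stimulated with 500 pg/mL TGF-beta after compound addition. %Activity was normalised to no-cell wells (complete cell-killing) and DMSO (no toxicity), and curves were fitted and classified.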
# A549 viability – counter-screen for Nrf2 inhibitors: cytotoxicity in A549 cells | A549 ARE-Fluc cells, CellTiter-Fluor viability, 18-24 h | actives 0.16% (n = 390,000) | Potency, µM (series often up to 46 µM), without a hit: at the highest dose activity change, negative = cytotoxicity, usual class: inhibitors; further: on the % scale 0 is the no-effect control and ±100 the full control effect
#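 A549 ARE_Fluc cells in 5% FBS OPTI-MEM were exposed to compounds in concentration-response for 18-24 h at 37 deg C. Viability was read by CellTiter-Fluor fluorescence (Ex 405/Em 525) after 30 min, before the luciferase read.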
# TGFb SMAD3 inh – blocks TGF-b signaling. HepG2 CAGA-GFP TGF-b/SMAD3 reporter, GFP fluorescence, 18 h; TGF-beta stimulated, 500 pg/mL final. AID 588855. Potency, µM (highest dose often 46.1 µM), inactives show at the top dose activity, negative = inhibition, most hits filed as inhibitors. actives 1.2% (n = 410,000); further: on the % scale 0 is the no-effect control and ±100 the full control effect; nearly all actives have a fitted effect of over 65% in size
#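 Read-out: total well GFP (ex488/em500-530) summed from mean per-cell fluorescence. Cells: HEPG2 CAGA-GFP, 1% FBS DMEM, 18 h at 37 degrees C with 500 pg/mL final TGF-beta. Unstimulated wells served as the full-inhibition control; stimulated DMSO wells = 0%.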
# ATXN2 expr inh – reduces ATXN2 reporter expression in HEK-293 cells; actives 0.72% (n = 360,000); HEK-293 ATXN2-luciferase reporter, luminescence, 24 h; Potency, µM (doses to about 57 µM), for inactives: at the highest dose activity change, negative = inhibition, actives largely listed as inhibitors; further: on the % scale 0 is the no-effect control and ±100 the full control effect; nearly all actives have a fitted effect of over 55% in size
#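 qHTS (up to 57 uM final) was run with 24 h compound exposure of reporter cells at 37 °C. Each well was multiplexed: SteadyGlo luminescence measured ATXN2-luciferase expression after a fluorogenic Gly-Phe-AFC viability readout (25 uM final).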
# MCF10A rereplic – DNA re-replication induction in MCF 10a cells. MCF 10A DNA re-replication, Hoechst nuclear intensity, 48 h. Potency, µM (titrated, usually from 46.1 µM), for inactives: top-dose activity, positive = re-replication, actives largely listed as activators. actives 2.9% (n = 350,000). AID 624296; further: % of control where 0% means no effect; nearly all actives have a fitted effect of over 50% in size
# Nrf2 activator – Nrf2 pathway activation; actives 0.31% (n = 410,000); AREc32 ARE-luciferase reporter (MCF7-derived line), luminescence, 24 h; Potency, µM (doses to about 46.1 µM), for the others: top-dose activation, hits mostly activators; further: % of control where 0% means no effect; nearly all actives have a fitted effect of over 65% in size
#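 Reporter line AREc32 (ARE-Fluc), seeded overnight in OPTI-MEM with 5% FBS; compound pin-transferred, 24 hr at 37 deg C, 5% CO2; luminescent read-out.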
# EPAC2 antag – EPAC2 (human) antagonism. EPAC2 GEF exchange of Rap1B-BODIPY-GDP, fluorescence. Potency, µM (doses to about 114 µM), inactives show top-dose activity, negative = inhibition, hits mostly inhibitors. Q8WZA2. actives 0.18% (n = 360,000). AID 720708; further: on the % scale 0 is the no-effect control and ±100 the full control effect; nearly all actives have a fitted effect of over 45% in size; many of its hits are not listed in these tables
# Target sequence (Q8WZA2 whole entry, looked up): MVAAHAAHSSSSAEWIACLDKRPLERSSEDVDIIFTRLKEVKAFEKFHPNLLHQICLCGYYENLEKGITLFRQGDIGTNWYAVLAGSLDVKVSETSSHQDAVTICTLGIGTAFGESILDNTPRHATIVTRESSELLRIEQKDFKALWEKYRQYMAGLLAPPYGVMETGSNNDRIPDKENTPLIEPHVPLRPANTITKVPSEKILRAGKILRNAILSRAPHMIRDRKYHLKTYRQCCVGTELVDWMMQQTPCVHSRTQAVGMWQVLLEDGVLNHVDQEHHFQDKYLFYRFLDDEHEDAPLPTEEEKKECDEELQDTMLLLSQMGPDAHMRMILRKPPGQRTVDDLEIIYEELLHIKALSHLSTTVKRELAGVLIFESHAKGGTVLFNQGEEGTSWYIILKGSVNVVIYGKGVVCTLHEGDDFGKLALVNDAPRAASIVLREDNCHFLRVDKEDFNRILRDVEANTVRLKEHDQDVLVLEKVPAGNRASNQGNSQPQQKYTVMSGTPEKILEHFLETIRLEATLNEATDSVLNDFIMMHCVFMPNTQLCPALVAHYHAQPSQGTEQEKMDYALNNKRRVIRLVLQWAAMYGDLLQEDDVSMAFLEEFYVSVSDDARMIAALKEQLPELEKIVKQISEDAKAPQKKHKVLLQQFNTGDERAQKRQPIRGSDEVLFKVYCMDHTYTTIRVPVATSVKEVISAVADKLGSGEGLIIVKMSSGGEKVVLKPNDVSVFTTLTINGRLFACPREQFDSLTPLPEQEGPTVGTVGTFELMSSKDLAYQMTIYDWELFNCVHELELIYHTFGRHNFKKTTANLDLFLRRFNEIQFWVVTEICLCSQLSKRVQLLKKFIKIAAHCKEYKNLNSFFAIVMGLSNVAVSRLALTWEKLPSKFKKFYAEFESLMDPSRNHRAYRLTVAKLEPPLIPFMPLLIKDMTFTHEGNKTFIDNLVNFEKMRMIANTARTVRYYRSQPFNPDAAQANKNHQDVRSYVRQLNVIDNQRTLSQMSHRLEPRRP
# * hit, by the source's call; i = inactive; u = inconclusive; x = no result given; & = joins results of further samples; [ ] = another dose, or the depositor's remark. The call rests on the fitted dose curve; in most records, active means well fitted curve in the direction sought with a large enough effect; inconclusive means small, poorly fitted or top-dose-only effect, or another doubt; inactive means no such curve, though single readings can be large; an effect the other way counts as inactive or inconclusive. Potency means the concentration at half of the fitted maximal effect. Only part of the results is shown (hit frequency here may not be typical).
SMILES,Nrf2 inh,ATXN viability,HepG2 viability,A549 viability,TGFb SMAD3 inh,ATXN2 expr inh,MCF10A rereplic,Nrf2 activator,EPAC2 antag
CN(C)c1ccc(/C=C/C(=O)c2ccc(O)cc2)cc1[N+](=O)[O-],8%,u,-24%,-7%,u,14%,u,u,16%
CCc1ccc(C(=O)OCC(=O)N(CCOC)c2c(N)n(Cc3ccccc3)c(=O)[nH]c2=O)cc1,7%,i,-5%,-3%,-4%,4%,1%,-0.7%,13%
CCCCC(=O)Nc1sc2c(c1C(N)=O)CCC2,9%,i,-8%,1%,-4%,43%[activator],u,5.0%,-11%
O=S(=O)(NCCCCCCNS(=O)(=O)c1c(F)cccc1F)c1ccc2c(c1)OCCO2,-28%&-7%,u,-24%,-4%&-10%,u,-11%,12%,1.4%,-5%
CCNC(=O)CSc1nc2cc(S(=O)(=O)Nc3ccc(OC)cc3)ccc2o1,9%,i,-1%,1%,0%,-11%,2%,2.5%,-1%
CC(CC(=O)N1CCc2ccccc21)n1cccn1 (configuration not stated),-4%,i,-17%,-8%,-17%,x,-2%,6.5%,-2%
O=C(NCc1ccco1)c1cccc2ccccc12,-2%,i,8%,0%,5%,0%,-1%,6.2%,8%
COc1ccccc1N1CCN(CCCCN2C(=O)c3ccccc3C2=O)CC1,-11%,i,-28%,-3%,14%,-8%,5%,-1.2%,-9%
Cc1nc(SCC(=O)c2ccc(F)c(F)c2)[nH]c(=O)c1Oc1ccc(Cl)cc1,0%,i,-23%,0%,u,x,0%,3.2%,-6%
CCc1ccc(CNC(=O)c2sc3ncnc(N(C)C4CCCCC4)c3c2C)cc1,x,u,-4%,2%,u,-30%,x,-0.5%,x
O=C(Nc1ccccc1[N+](=O)[O-])OCC=Cc1ccccc1,x,u,-8%,x,4%,x,x,-1.1%,3%
COc1ccc(C(O)c2nc(-c3cccc(CO)c3)cs2)cc1 (configuration not stated),x,i,-9%,x,4%,7%,x,2.5%,-1%
O=C(COC(=O)C1CCCCC1)Nc1cccc(Br)c1,3%,i,-1%,9%,4%,x,14%,-0.1%,10%
O=C(Nc1ccc(OCc2ccccc2)cc1)c1ccccc1,u,i,3%,0%,-3%,2%[11.3 µM],17%,0.0%,4%
COc1ccc(-c2nc3nc(N)nn3cc2C)cc1F,1%,i,-6%,17%,22%,0%,1%,0.2%,-5%
COc1cc(/C=C2/C(C)=C(C#N)c3nc(N)c(C#N)c(C)c32)ccc1OCC(=O)O,4%,i,4%,-10%,1%,10%,2%,0.5%,1%
Cc1cc(NC(=S)Nc2ccccc2)ccc1Br,6%,i,-6%,1%,u,11%,1%,2.4%,3%
CCOC(=O)/C(C#N)=C1\C(=O)N(Cc2ccccc2)c2ccccc21,u,i,5%,-7%,6%,2%,u,-0.3%,-11%
COc1ccc(CCc2nnc(N)s2)cc1OC,12%,i,8%,-1%,2%,5%,-10%,0.0%[9.22 µM],3%
CC(=O)Nc1ccc2c3c(cccc13)CC2,-13%,i,-13%,-3%,-1%,4%,3%,-0.2%,-5%
CCOc1ccccc1NC(c1nnc(-c2ccccc2)o1)c1ccc(F)cc1Cl (configuration not stated),4%,i,-12%,20%,0%,12%,x,6.4%,x
Cc1cc(C(=O)NCc2ccc(S(N)(=O)=O)cc2)c(C)o1,9%,i,-16%,17%,-3%,2%,11%,0.4%,-5%
O=S(=O)(Nc1cc(S(=O)(=O)N2CCOCC2)ccc1NCC1CCCO1)c1ccccc1 (configuration not stated),12%,i,3%,3%,6%,6%,0%,-0.2%,-6%
Cc1cccc(NC(=S)NCc2ccc3c(c2)cc(C)n3C)c1C,-15%,u,-44%,5%,u,-7%,13µM*,-0.4%,-4%
O=C(Nc1cccc(S(=O)(=O)NC2=NCCC2)c1)c1c(F)cccc1Cl,u,i,3%,-17%,-7%,3%,-1%,-0.3%,-2%
CSC1=NC2C(N1)N(C)C(=O)N2C (configuration not stated),x,i,-10%,2%,3%,7%,3%,-0.7%,11%
CC(=O)C1CCC2C3CCC4CC(=O)CCC4(C)C3C=CC12C (configuration not stated),-4%,i,-3%,-7%,-4%,-25%,1%,2.7%,-6%
COc1ccc(N2CCN(Cc3cc(=O)oc4ccc(OC)cc34)CC2)cc1,-10%,x,-7%,5%,0%,x,x,-0.4%,x
COC(=O)[C@]1(C)N[C@H](CN(C)S(=O)(=O)c2ccc(OC(F)(F)F)cc2)[C@@H]2C(=O)N(C)C(=O)[C@@H]21,12%,i,-13%,-1%,0%,1%,u,-0.7%,7%
CN(C)C1=NCCN1CCC1CCCCC1,-1%,i,-13%,-2%,1%,-10%,9%,-0.7%,12%
CC(=O)N[C@@H](Cc1ccc(OC(F)(F)F)cc1)C(=O)O,-8%,i,-8%,-1%,0%,-19%,-1%,-0.7%,-3%
Cc1ccc(N2C(=O)C3C4C=CC(CNC(=S)N5CCN(c6ccccc6)CC5)(O4)C3C2=O)cc1 (configuration not stated),5%,i,-14%,-2%,-19%,x,u,-0.6%,11%
O=C(NNC(=O)c1c(F)cccc1F)c1ccccc1OC(F)(F)F,0%,i,0%,7%,1%,-29%,3%,0.2%,0%
CCn1c(CC(=O)Nc2ccc(OC)cc2)nnc1SCC(=O)N1CCOCC1,-6%,i,-11%,8%,-16%,11%,1%,0.2%,-4%
O=C(COc1ccccc1F)Nc1ccc2nc(SCC(=O)N3CCCC3)sc2c1,u,x,-30%,-14%,0%,x,x,7.5%,x
O=C(Cc1cccs1)NNC(=O)c1ccc(F)cc1,10%,i,9%,-2%,0%,0%,-4%,-0.1%,-4%
COc1cc(-c2nnc(SCC(=O)OC3CCCCC3)o2)cc(OC)c1OC,2%,i,-4%,4%,u,2%,-1%,0.0%,-16%
Cc1ccc(C(=O)OCC(=O)NCCC2=CCCCC2)cc1N,u,i,5%,-11%,3%,x,1%,-0.7%,5%
CCOC(=O)N1CCN(Cc2nc3cc(NC(=O)c4ccc(OC)cc4)ccc3n2C(C)C)CC1,1%,x,-29%,-9%,u,x,x,0.0%,x
CO/N=C(/c1nonc1N)N1CCN(c2ccc([N+](=O)[O-])cc2)CC1,u,u,3%,-15%,3%,-18%,-8%,-0.6%,-3%
CC1=C(C#N)C(=O)N(C)C(C)(C)C1,4%,i,2%,2%,2%,8%,9%,0.0%,3%
Cc1cc(F)ccc1NC(=O)C(c1ccccc1)N1Cc2ccccc2C1=O (configuration not stated),-18%,x,-15%,9%,-22%,x,x,0.5%,x
CC(NC(=S)NCc1ccc(F)cc1)C12CC3CC(CC(C3)C1)C2 (configuration not stated),u,i,-11%,-6%,u,14µM*,u,4.4%,-4%
CCC1CCCCN1C(=O)CCC(=O)Nc1nnc(C(F)(F)F)s1 (configuration not stated),u,i,5%,-8%,0%,5%,6%,0.0%,6%
Cc1c(C)c(C)c(S(=O)(=O)n2[nH]c(=O)c(CCO)c2C)c(C)c1C,u,i,2%,-9%,0%,-4%,-2%,0.0%,1%
CC(C)[C@H](NC(=O)c1ccco1)C(=O)NC12CC3CC(CC(C3)C1)C2,-19%,i,-33%,7%,-13%,6%,12%,-0.2%,1%
COc1ccccc1-c1nnc(SC(C(=O)c2c[nH]c3ccccc23)c2ccccc2)n1C (configuration not stated),u,i,-24%,-17%,u,x,u,5.2%,-7%
COC(=O)C1CCN(C(=O)COC(=O)[C@@H]2CC(O)CN2S(=O)(=O)c2ccc3c(c2)OCCO3)CC1 (some centres not stated),8%,i,9%,-2%,4%,-2%,5%,-0.1%,15%
CN(CC(=O)Nc1cccc(F)c1)C(=O)c1ccc2c(=O)n3c(nc2c1)CCC3,19%,i,4%,-3%,9%,1%,0%,0.3%,0%
Cc1ccc(S(=O)(=O)Nc2cccc(-c3cn4cccc(C)c4n3)c2)c(C)c1,u,u,-22%,u,-5%,u,x,4.1%,x

# Profiles, looked up by structure. Screens in order: Nrf2 inh | ATXN viability | HepG2 viability | A549 viability | TGFb SMAD3 inh | ATXN2 expr inh | MCF10A rereplic | Nrf2 activator | EPAC2 antag
# `CCOC(=O)N1CCN(Cc2nc3cc(NC(=O)c4ccc(OC)cc4)ccc3n2C(C)C)CC1` reads 1% | x | -29% | -9% | u | x | x | 0.0% | x
# `O=C(COc1ccccc1F)Nc1ccc2nc(SCC(=O)N3CCCC3)sc2c1` reads u | x | -30% | -14% | 0% | x | x | 7.5% | x
# `O=C(Cc1cccs1)NNC(=O)c1ccc(F)cc1` reads 10% | i | 9% | -2% | 0% | 0% | -4% | -0.1% | -4%
# `Cc1cc(NC(=S)Nc2ccccc2)ccc1Br` reads 6% | i | -6% | 1% | u | 11% | 1% | 2.4% | 3%

# The listing continues.
SMILES,Nrf2 inh,ATXN viability,HepG2 viability,A549 viability,TGFb SMAD3 inh,ATXN2 expr inh,MCF10A rereplic,Nrf2 activator,EPAC2 antag
CC(=O)N1CCc2c(sc3c2c(=O)n(Cc2ccccc2)c(=O)n3Cc2cc(C)ccc2C)C1,-23%,i,-1%,-5%,u,-5%,x,-0.3%,x
CC1=C(C)NC(=S)SC1,4%,i,0%,-4%,u,0%,-7%,2.8%,9%
Cc1c(Cl)cccc1NC(=O)CCC(=O)NNC(=O)CCC(=O)O,-1%,i,-1%,-2%,-39%,x,-3%,-1.0%,16%
Clc1ccc(N=C2SCCS2)cc1,6%,i,2%,-2%,3%,x,-1%,2.9%,-14%
O=C(Cc1ccc(F)cc1)Nc1nnc(SCC(=O)NC2CCCC2)s1,u,i,28%,2%,1%,-9%,2%,-0.8%,-7%
CC1/C(=N/O)CC(c2ccco2)NC1c1ccco1 (configuration not stated),14%,i,3%,-3%,-1%,-10%,-5%,2.3%,12%
C[C@@H]1CN([C@@H](C)CO)C(=O)CCCn2cc(nn2)CO[C@H]1CN(C)S(=O)(=O)c1ccc(C#N)cc1,x,i,1%,x,3%,13%,x,3.9%,-4%
COc1ccc(-c2cnc3c(NC(C)=O)cc(-c4cccc(C(=O)NCCO)c4)cn23)cc1OC,x,i,-3%,x,7%,-8%,x,0.8%[9.22 µM],8%
